Screening data: PubChem BioAssay, National Center for Advancing Translational Sciences (NCATS)
GLP1R ag = agonists of human GLP-1 receptor; Potency, µM (highest dose often 45.6 µM), inactives show at the top dose activation, hits mostly activators; hit rate 0.007% among 380,000; HEK293 GLP-1R CRE-luciferase, luminescence, 4-6 h; cells express a hypersensitive GLP-1R form; also: potency is read from the fitted curve at half-maximal effect; % of control where 0% means no effect
HEK293 tox = cytotoxic in the GLP-1 receptor inverse agonist counter-screen; HEK293 cAMP-luciferase reporter cells, luminescence, 24 h; Potency, µM (top dose mostly 38.3 µM), for inactives: at the top dose activity change, negative = inhibition, actives largely listed as inhibitors; hit rate 0.13% among 410,000; AID 624418;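 also: loss of luciferase light is scored as toxicity; potency is read from the fitted curve at half-maximal effect; % is scaled to controls: 0 for no effect and ±100 for the full control effect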
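1536-well qHTS counterscreen of the MLSMR; 200 cells/uL, 12 h pre-incubation, 23 nL cpd, 24 h at 37 deg C 5% CO2, luciferase detection reagent, 12 min RT, luminescence. Inhibition = undesired.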
DRD3 agonist = activates the human D3 dopamine receptor. P35462. D3R DiscoveRx beta-arrestin cells, luminescence, 90 min. max activation, %. hit rate 0.58% among 410,000; in the data active = max activation above about 30%; also: 0% is about no effect; mostly tested at two doses, the higher about 12 µM
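Agonist mode: compounds and dopamine controls were applied to plated cells for 90 min at 37 degrees C after an overnight attachment at 1500 cells/well. Luminescent read-out followed 30 - 60 minutes at room temperature with DiscoveRx detection reagent.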
DRD3 antagonist = D3 dopamine receptor (human) antagonism; max response, negative = inhibition, %; AID 652054; P35462; D3R cells, DiscoveRx beta-arrestin luminescence, antagonist mode; hits give low values; hit rate 2.5% among 360,000; in the data active = max response below about -50%; inconclusive = no clear call, values can overlap the other calls; also: % is scaled to controls: 0 for no effect and ±100 for the full control effect; mostly tested at two doses, the higher about 12 µM
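Cells expressing the human receptor were seeded at 1500 cells/well, incubated overnight at 37 degrees C in 5% CO2, then exposed to library compounds with dopamine controls for 90 minutes at 37 degrees C before luminescent detection.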
IL-2 act = IL-2 activation; AID 652025; activation, % (series mostly up to about 46 µM); hit rate 0.065% among 360,000; IL-2 activation reporter assay, cell-based qHTS; stimulated with anti-CD3/CD4/CD28 beads; in transgenic mouse T cells; in the data active = activation above about 50%; inconclusive = mostly about 30% to 49%; also: 0% is about no effect
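Screening format: compound pinned onto unstimulated transgenic mouse T cells, 60 min incubation, then anti-CD3/anti-CD4/anti-CD28 bead stimulation for 18 hours at 37 degrees C, followed by EGFP and DsRed detection.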
GLP-1R inv ag = acts as inverse agonist at human GLP-1 receptor. Potency, µM (doses to about 38.3 µM), without a hit: top-dose activity change, negative = inhibition, hits mostly inhibitors. HEK293 GLP-1R CRE-luciferase, luminescence, 24 h; GLP-1R form is constitutively active. hit rate 1.6% among 410,000; also: potency is read from the fitted curve at half-maximal effect; % is scaled to controls: 0 for no effect and ±100 for the full control effect; nearly all actives have a fitted effect of over 55% in size
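Constitutively active GLP-1R drives a cAMP-responsive luciferase in stably transfected HEK293 cells; test compounds are added after overnight (12 h) attachment and left 24 hr, and signal loss in luminescence marks inhibition.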
WRN inhibitor = inhibitors of human WRN helicase. WRN helicase unwinding, fluorescent forked duplex, kinetic. Potency, µM (highest dose often 114 µM), inactives show top-dose activity change, negative = inhibition, hits mostly inhibitors. hit rate 0.46% among 360,000; also: potency is read from the fitted curve at half-maximal effect; % is scaled to controls: 0 for no effect and ±100 for the full control effect; nearly all actives have a fitted effect of over 55% in size
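WRN at 20 nM final was preincubated with compound for 15 min at room temperature; reaction started with 100 nM forked duplex oligonucleotide carrying fluorophore and quencher plus 2 mM ATP (final). Unwinding followed kinetically by red fluorescence (ex 525/em 598 nm).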
PI5P4Ka inh = PI5P4K alpha (human) kinase inhibition; P48426; PI5P4Kalpha enzyme, ADP-Glo luminescence, 60 min; hits give low values; max response, %; hit rate 1.2% among 330,000; AID 652105; active = max response of -50% or lower; inconclusive = between -30% and -50%; inactive = -30% or higher; also: value at the top dose of about 77 µM; % is scaled to controls: 0 for no effect and ±100 for the full control effect
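Human PI5P4Kalpha with substrate in 0.038 M HEPES pH 7.4, 0.28 mM EGTA, 0.1% CHAPS, 5% DMSO; reaction started with 5 microM ATP (final), 60 min at room temperature. ADP formed read by ADP-Glo luminescence.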
PLK1 PBD inh = blocks phosphopeptide binding to human PLK1 polo-box domain; Plk1 PBD binding of FITC phosphopeptide, fluorescence polarization; hit rate 2.8% among 360,000; Potency, µM, for the others: max response, negative = inhibition, actives largely listed as inhibitors; P53350; also: potency is read from the fitted curve at half-maximal effect; series mostly up to about 57 µM; % is scaled to controls: 0 for no effect and ±100 for the full control effect; nearly all actives have a fitted effect of over 65% in size
* = called active by the depositor; ? = inconclusive; . = not tested or not shown; & = joins results of further samples; [ ] = remark or other dose. Unless noted, calls follow the shape of the dose curve; as a rule, active = well fitted curve in the direction sought with a large enough effect; inconclusive = small, poorly fitted or top-dose-only effect, or another doubt; inactive = no such curve, though single readings can be large; an effect the other way counts as inactive or inconclusive. Rows are unselected; any-hit rate near 7.8%.

A first look:
structure	GLP1R ag	HEK293 tox	DRD3 agonist	DRD3 antagonist	IL-2 act	GLP-1R inv ag	WRN inhibitor	PI5P4Ka inh	PLK1 PBD inh
Cc1ccc(NC(=O)CCc2c[nH]c3ccccc23)nc1	9%	-11%	-4	-9	-2.9	-29%	-2%	3	-4%
COc1cccc(NC(=O)[C@@H](NC(=O)N2CCn3c2nc2ccccc23)C(C)C)c1	6%	-1%	-6	-7	-1.5	-27%	-3%	-6	-8%

The list itself, from the start:
structure	GLP1R ag	HEK293 tox	DRD3 agonist	DRD3 antagonist	IL-2 act	GLP-1R inv ag	WRN inhibitor	PI5P4Ka inh	PLK1 PBD inh
Cc1ccc(NC(=O)CCc2c[nH]c3ccccc23)nc1	9%	-11%	-4	-9	-2.9	-29%	-2%	3	-4%
COc1cccc(NC(=O)[C@@H](NC(=O)N2CCn3c2nc2ccccc23)C(C)C)c1	6%	-1%	-6	-7	-1.5	-27%	-3%	-6	-8%
O=S(=O)(NC1=NCCCCC1)c1ccc2sc(NS(=O)(=O)c3ccc4ccccc4c3)nc2c1	-7%	7%	3	80	-0.9	22%	3%	-28	11µM*
CC(=O)C1=C(O)C(=O)N(c2ccc(C)cc2)C1c1ccc([N+](=O)[O-])cc1 (configuration not stated)	-5%	-27%	0	3	-0.4	-14%	-9%	0	27µM*
Cc1ccc(NC(=O)CN(Cc2ccco2)Cc2ccccc2O)cc1C	15%	-21%	-21	-24	0.2	?	-4%	-2	-6%
CCc1nccn1S(=O)(=O)c1ccc(OC)c(C)c1C	0%	-5%	9	-17	-2.0	5%	-5%	.	1%
O=c1c2ccccc2nnn1CSc1nnnn1-c1ccc(O)cc1	0%	5%	0	-14	1.9	11%	-2%	-5	-5%
O=C(N/N=C/c1c[nH]c2ccc(Br)cc12)c1ccccn1	7%	10%	-5	-13	2.8	?	-12%	0	-8%
O=C1OCCN/C1=C\C(=O)c1ccccc1	0%	-24%	10	5	-0.3	10%	0%	0	0%
Cc1ccc(OCC(=O)NNC(=O)c2ccc(F)c(S(=O)(=O)N3CCOCC3)c2)cc1C	10%	4%	-4	3	-2.6	13%	17%	0	-8%
COc1ccc2c(C(=O)NCc3ccc4c(c3)OCO4)c(-c3ccc(S(C)(=O)=O)cc3)sc2c1	-3%	-9%	4	47	-0.6	21%	3%	3	-8%
CCOC(=O)c1oc2ccccc2c1NC(=O)Cc1cccs1	14%	3%	5	0	-0.6	0%	-2%	.	0%
CCCC1NC(=O)c2cccnc2-n2c1nc1cc(C)cc(C)c1c2=O (configuration not stated)	-2%	1%	-6	-28	-4.1	15%	-6%	2	-17%
N#Cc1c(N)nc(N2CCCC2)c(C#N)c1-c1ccc(Cl)cc1	6%	-12%	1	-16	-2.9	0%	7%	0	-2%
CC1(C)Cc2ccccc2C(NNC(=O)c2ccncc2)=N1	-10%	-12%	2	12	-1.0	0%	7%	1	-12%
COc1ccc(CO/N=C/c2c(C)[nH]c(=O)[nH]c2=O)cc1	-1%	-8%	8	38	2.0	16%	-4%	-15	-6%
Cc1ccc(N(C(=O)c2snc(C(N)=O)c2N)C(C(=O)NCCC(C)C)c2ccco2)cc1 (configuration not stated)	-5%	-11%	5	61	0.0	?	-8%	2	2%
O=C(Nc1ccccc1N1CCCC1)C1CCN(S(=O)(=O)c2ccc(F)cc2)CC1	-35%[inhibitor]	1%	-1	-20	2.6	-19%	-11%	6	-1%
COC(=O)CCCCCN1C(=O)NC(c2ccccc2)C(C(=O)OCc2ccccc2)=C1C (configuration not stated)	-1%	2%	10	-1	-0.1	?	-5%	1	-23%
c1ccc2[nH]c(CN3CCN(c4ncnc5c4oc4ccccc45)CC3)nc2c1	12%	-7%	2	7	-3.2	?	10%	4	?
Cc1nn(CC(=O)O)c(=O)c2ccccc12	9%	4%	1	2	-1.5	-16%	-4%	-2	-5%
O=C(CSc1ccc2nnc(CCNC(=O)c3ccc(F)cc3)n2n1)NCC1CCCO1 (configuration not stated)	3%	18%	1	18	0.3	38%[activator]	-13%	2	-3%
C[C@H]1CN([C@@H](C)CO)C(=O)CCCn2nncc2CO[C@H]1CN(C)C(=O)CCC(F)(F)F	-2%	9%	-6	-24	-1.5	14%	0%	-7	-9%
OC(Cn1nnc2ccccc21)Cn1c(C(F)(F)F)nc2ccccc21 (configuration not stated)	0%	-11%	-3	-12	0.1	6%	8%	11	-2%
O=C(NNC(=O)c1cc(Cl)ccc1O)c1cccc(S(=O)(=O)N2CCOCC2)c1	-14%	-2%	6	15	0.1	-22%	?	-11	-19%
O=C(O)c1ccccc1CSc1ncn[nH]1	-8%	5%	5	-3	0.5	4%	2%	.	-7%
Cc1ccc(C2=CN(Cc3ccccc3)CCC2=O)cc1	4%	11%	-8	-12	0.3	4%	-7%	?	5%
COc1ccc(C(NC(=O)CN2C(=O)NC3(CCc4ccccc43)C2=O)c2ccc(OC)cc2)cc1 (configuration not stated)	-8%	19%	-7	-3	-4.8	?	1%	11	-2%
CCCCN(CCCC)C(=O)/C=C/c1cccc([N+](=O)[O-])c1	16%	4%	3	10	0.6	?	-7%	10	-5%
CCCS(=O)(=O)N1CCCC(C(=O)NCc2ccco2)C1 (configuration not stated)	-12%	5%	-4	?	-0.4	-11%	-16%	-10	-11%

The results go on.
structure	GLP1R ag	HEK293 tox	DRD3 agonist	DRD3 antagonist	IL-2 act	GLP-1R inv ag	WRN inhibitor	PI5P4Ka inh	PLK1 PBD inh
COCCN=C1NN=C(c2ccc(C)c([N+](=O)[O-])c2)CS1	20%	2%	-7	6	-2.4	27%	12%	-28	27µM*
CCC(C)NC(=O)C1CC(=O)N(CCc2ccc(F)cc2)C1 (configuration not stated)	8%	0%	-3	0	0.0	1%	-34%	11	-24%
Cc1cc(C)c2cc(C(=O)Nc3ccc4c(c3)OCO4)[nH]c2c1	15%	-6%	-7	-8	-0.7	-4%	10%	0	-11%
O=C(COC(=O)c1ccc(S(=O)(=O)N2CCCC2)cc1)Nc1cccc(F)c1	-5%	0%	1	5	1.7	-2%	-2%	1	-11%
COC(=O)c1ccc(C2C(Oc3ccc(OC)cc3)C(=O)N2CCc2ccc(F)cc2)cc1 (configuration not stated)	7%	-6%	-2	-9	1.2	1%	4%	12	-8%
CCCS(=O)(=O)NC(=O)C1(C)CCCN(C(=O)/C=C/c2ccccc2)C1 (configuration not stated)	0%	2%	-1	?	0.5	17%	1%	-5	5%
COc1ccccc1C(=O)NCC(=O)N/N=C/c1ccncc1	2%	4%	7	1	0.1	32%	-2%	1	2%
CN(C)S(=O)(=O)c1ccc(N2CCCC2)c(C(=O)NCc2ccc(Cl)cc2)c1	-12%	-30%	-1	4	-1.7	?	-14%	-2	2%
O=S(=O)(c1cccc(-c2cn3cccnc3n2)c1)N1CCOCC1	-13%	-9%	-5	-15	-2.3	0%	2%	.	?
CC(C)(C)NC(=S)N1CCC2CC1c1c(Cl)cccc12 (configuration not stated)	-5%	1%	-11	0	-0.3	6%	0%	0	-3%
COc1ccc(-n2c(=S)[nH]c3cc(C(=O)NCc4cccnc4)ccc3c2=O)c(OC)c1	5%	7%	-5	-16	0.0	8%	0%	-22	-7%
O=c1[nH]c(CSc2nnc(Cc3ccccc3)o2)nc2ccccc12	-1%	-2%	-19	-2	-0.2	8%	-3%	-5	-14%
CCn1c(=O)c(=O)[nH]c2cc(C(=O)NC3CCCc4ccccc43)ccc21 (configuration not stated)	23%	?	0	-2	-2.4	-16%	-1%	.	-3%
Cc1cc(C)nc(NNC(=O)c2ccccc2O)n1	-1%	-7%	6	10	-0.4	-15%	-1%	5	3%
CCc1nn(CCCC(=O)N2CCN(c3ccc(OC)cc3)CC2)c(=O)c2cc3occc3n12	8%	-16%&4%	0&5	10	-0.7	9%&41%	-4%[57.1 µM]	15	-3%
Cc1ccc(S(=O)(=O)Nc2cccc3cccnc23)cc1	-15%	?	-12	-81*	0.7	?	-19%	0	1%
O=C(NN1C(=O)NC2(CCCCC2)C1=O)c1ccc(Cl)s1	-6%	-7%	-2	-1	-0.6	-8%	0%	5	-9%
COc1ccc(C(=O)COC(=O)C(CC(C)C)N2C(=O)c3ccccc3C2=O)cc1 (configuration not stated)	2%	-3%	5	8	-1.4	-15%	-9%	.	-3%
CCC(C)(C)c1nnc(NC(=O)CCC2CCCCC2)s1	2%	4%	4	16	0.1	5%	-5%	7	-5%
CCOC(=O)N1CCC2(CC1)C(C#N)=C(N)OC1=C2C(=O)CC(C)C1 (configuration not stated)	2%	-11%	0	15	-1.2	-10%	11%	-2	-2%
CCc1ccc(NC(=O)CSc2nnc(CC)c(CC)n2)cc1	22%	0%&-1%	5&1	-7	-1.9	4%&28%	-15%	2	-1%

Single values from the results shown:
COC(=O)c1ccc(C2C(Oc3ccc(OC)cc3)C(=O)N2CCc2ccc(F)cc2)cc1 (configuration not stated) @ DRD3 agonist: -2
CCCS(=O)(=O)NC(=O)C1(C)CCCN(C(=O)/C=C/c2ccccc2)C1 (configuration not stated) @ IL-2 act: 0.5
Cc1ccc(S(=O)(=O)Nc2cccc3cccnc23)cc1 @ DRD3 antagonist: -81*
